High-throughput results (PubChem)
UBC9 SUMO inh: SUMOylation inhibition. P63279. HTRF SUMOylation assay, SAE1/SAE2 + UBC9, in vitro. inhibition, % at 35 µM. 290,000 tested, 0.36% active; in the data active = inhibition above about 50%, passing the limit was not always enough; note: strong numbers were not always called active
Target sequence (P63279 whole entry, looked up): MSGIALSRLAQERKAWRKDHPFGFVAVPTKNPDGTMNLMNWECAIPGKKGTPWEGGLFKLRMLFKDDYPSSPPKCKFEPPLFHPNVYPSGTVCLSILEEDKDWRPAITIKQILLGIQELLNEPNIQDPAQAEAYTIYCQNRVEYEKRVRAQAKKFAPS
CRFR2-BP antag: antagonists of CRF-binding protein/CRF-R2 receptor complex; AID 588475; 350,000 tested, 0.59% active; HEK293 CRF-R2/CRF-BP, CRF-induced calcium fluorescence; inhibition, % at 11.8 µM;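 active = inhibition of the ligand-induced calcium signal above about 50% at the single tested concentration, limit read from the data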
MEKK2 mut-MEK5: signal of MEK5 binding to mutant human MEKK2 PB1 domain; bead flow cytometry, Alexa488-MEK5 binding to MEKK2 mutant; percent response, % at 10 µM; 290,000 tested, 0.35% active; AID 1530; in the data active = percent response above about 24%, passing the limit was not always enough; note: inactives centre near 1; some results filed as inactive read as strong as hits
GalR3 antag: human GalR3 antagonism; HEK293 GalR3-CNG cAMP membrane potential fluorescence; galR3 body fused to GalR1 C-terminus; inhibition, % at 3 µM; AID 651719; O60755; 360,000 tested, 0.44% active;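 active = inhibition above the screen-wide average plus 3 SD, cut at about 13% in these data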;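 note: forskolin and galanin both at EC90 stimulate the cells; cAMP rise reported by CNG channel membrane potential dye signal; 0% = forskolin plus galanin with DMSO and 100% = forskolin alone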
Target sequence (O60755 1-299 limits assumed): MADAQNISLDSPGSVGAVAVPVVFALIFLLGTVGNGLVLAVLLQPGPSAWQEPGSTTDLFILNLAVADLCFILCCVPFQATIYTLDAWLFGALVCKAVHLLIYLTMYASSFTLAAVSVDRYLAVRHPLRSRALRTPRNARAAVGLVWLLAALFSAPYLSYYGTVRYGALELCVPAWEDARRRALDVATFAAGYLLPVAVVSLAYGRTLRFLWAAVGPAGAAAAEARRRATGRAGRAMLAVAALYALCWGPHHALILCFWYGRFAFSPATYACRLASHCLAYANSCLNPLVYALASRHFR
FID counter: fluorescent intercalator displacement, NS3 helicase counter-screen; DNA fluorescent intercalator displacement, fluorescence; inhibition, % at 7.9 µM; 290,000 tested, 0.17% active; AID 1845; in the data active = inhibition above about 37%;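 note: 0% = vehicle and 100% = reference compound; higher means more ethidium bromide displaced from hairpin DNA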
MEKK2wt PB1 HTS: raises or lowers MEK5 binding to wildtype human MEKK2 PB1 domain | binding response (% of control), % at 10 µM | bead flow cytometry, Alexa488-MEK5 binding to MEKK2 WT; actives lie on both sides | Q9Y2U5 | AID 1531 | 290,000 tested, 1.1% active; in the data active = binding response below about 67% or above about 130%
MEKK3 PB1 HTS: MEKK3-MEK5 PB1 interaction, increase or decrease | Q99759 | bead-based flow cytometry, Alexa488-MEK5 binding to MEKK3; actives lie on both sides; 0 = blocked by unlabeled MEK5, 100 = vehicle | binding response (% of control), % at 10 µM | 290,000 tested, 1.4% active;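 active = binding response more than 3 SD above or below the average of its plate-row segment, actives on both sides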;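 note: Alexa488 bead fluorescence after subtracting the streptavidin-only scavenger bead signal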
Target sequence (Q99759 whole entry, looked up): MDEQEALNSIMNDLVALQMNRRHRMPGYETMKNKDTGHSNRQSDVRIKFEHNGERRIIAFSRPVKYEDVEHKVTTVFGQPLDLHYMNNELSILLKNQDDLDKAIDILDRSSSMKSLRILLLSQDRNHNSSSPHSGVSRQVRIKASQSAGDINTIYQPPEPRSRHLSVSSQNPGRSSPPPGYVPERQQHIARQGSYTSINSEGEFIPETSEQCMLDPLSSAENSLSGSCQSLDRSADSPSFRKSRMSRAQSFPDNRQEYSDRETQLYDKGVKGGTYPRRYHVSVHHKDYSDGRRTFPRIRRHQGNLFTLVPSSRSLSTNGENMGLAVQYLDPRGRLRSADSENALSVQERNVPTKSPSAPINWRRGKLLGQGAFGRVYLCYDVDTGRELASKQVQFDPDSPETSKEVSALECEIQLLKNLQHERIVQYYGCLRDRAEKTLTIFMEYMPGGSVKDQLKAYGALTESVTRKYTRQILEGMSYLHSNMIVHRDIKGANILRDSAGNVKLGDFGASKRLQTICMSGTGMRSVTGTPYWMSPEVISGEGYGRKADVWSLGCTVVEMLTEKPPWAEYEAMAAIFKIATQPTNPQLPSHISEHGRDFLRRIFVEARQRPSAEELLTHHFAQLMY
CRFR2-BP ag: CRF-BP/CRF-R2 complex agonism. HEK293 CRF-R2/CRF-BP, calcium dye fluorescence (FLIPR); percent of saturating CRF peptide response. activation, % at 13.2 µM. 350,000 tested, 0.46% active. AID 588473;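 active = activation of at least 50%, plus an integration ratio under a set limit after plate pattern correction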;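 note: plate controls were neutral control wells without compound for no effect and CRF at EC100 for full effect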
NS3 helicase inh: blocks Hepatitis C virus NS3 helicase unwinding. NS3 helicase DNA unwinding, Cy5 molecular beacon fluorescence. inhibition, % at 10.9 µM. 290,000 tested, 0.56% active. AID 1800;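 active = inhibition above the mean of all tested compounds plus 3 SD, set per campaign, cut at about 35% in these data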;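 note: 0% = DMSO wells and 100% = thioflavine S control wells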
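Compound dosing – single dose, 10.9 µM nominal final, DMSO 0.8% final · System – NS3 helicase fragment of HCV · Buffer or medium – MOPS pH 6.5, MgCl2, DTT, Tween20, BSA · Signal – Cy5 beacon fluorescence read at start and 1 h · Also added – annealed dual-labelled DNA beacon duplex, ATP-started · Schedule – 1 h at 25 °C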
Numbers without * were called inactive; nt = not tested or not shown; [ ] = remark or other dose. The list is partial (hit frequency here may not be typical).

SMILES	UBC9 SUMO inh	CRFR2-BP antag	MEKK2 mut-MEK5	GalR3 antag	FID counter	MEKK2wt PB1 HTS	MEKK3 PB1 HTS	CRFR2-BP ag	NS3 helicase inh
O=c1oc2cc(Oc3c([N+](=O)[O-])cc(C(F)(F)F)cc3[N+](=O)[O-])ccc2c2c1CCCC2	21	1	6	-2	5	112	116	7.8	19
Nc1nc(SCC(=O)NN(c2ccccc2)c2ccccc2)n[nH]1	0	4	-1	0	-1	105	108	-1.2	4
Cc1ccccc1C(=O)Nc1ccc(C(=O)N/N=C/c2ccc(O)c(Br)c2)cc1	5	17	-4	-1	-21	98	99	-2.5	23
CCN=C1SC(CC(=O)Nc2sc(C)c(C)c2C(=O)OC)C(=O)N1CC (centres undefined)	-13	-20	6	-3	-3	105	103	2.9	7
Cc1nc(Nc2cccc(F)c2)c2oc3ccccc3c2n1	10	-24	0	-12	-7	95	97	-0.2	21
CCc1ccc(N(C2C=CS(=O)(=O)C2)S(=O)(=O)c2ccc(C)cc2)cc1 (centres undefined)	-12	-8	1	-6	-29	103	101	-1.5	4
COc1ccc(Cl)cc1NC(=S)NCCO	4	7	3	-4	0	102	102	1.0	33
CC(=O)c1cccc(NC(=O)C(C)N(C)CC(=O)Nc2ccc(Cl)cc2)c1 (centres undefined)	-2	9	0	-7	-15	97	94	-1.2	-8
COc1ccc(C(=O)Nn2c(C)nc3ccccc3c2=O)cc1	-6	-5	10	4	-8	103	104	-0.5	-6
CCOC(CCNC(=O)c1cn(C)c(=O)c2c1c1ccccc1n2C)OCC	7	3	6	-6	-29	102	103	-0.6	3
O=C(CSc1ccc(-c2ccccn2)nn1)N1CCc2ccccc21	12	3	-6	0	-6	89	84	-3.4	-4
C=CCN(Cc1nc(-c2ccccc2)no1)C(=O)c1ccc2c(c1)OCO2	1	8	0	-3	-32	99	99	0.7	-7
O=C(CCC1CCCC1)N1CCC(N2CCCCCC2)CC1	-9	-10	1	-3	7	101	99	1.3	-3
O=C1CC(c2ccccc2)CN1C(=O)c1cccc([N+](=O)[O-])c1 (centres undefined)	12	16	-5	0	-1	95	93	-1.2	-2
Cc1c(/C(O)=C2\C(=O)C(=O)N(CCN(C)C)C2c2ccco2)cnn1-c1ccccc1 (centres undefined)	8	-4	-2	-2	0	104	104	1.4	10
COCCn1cnnc1SCC(=O)Nc1ccccc1C(=O)Nc1ccc2c(c1)OCO2	4	5	-1	-3	-12	97	92	-0.5	1
CCc1cc(C(=O)N2CCN(c3ncc(C(F)(F)F)cc3Cl)CC2)sc1C	-8	-9	0	-9	-33	93	100	6.7	-1
S=c1[nH]nc(Cc2ccc(Br)cc2)n1/N=C/c1ccc(Cl)cc1	-3	-10	1	-6	-16	101	103	-0.6	4
CCN(CC)CCOCCOC(=O)C(CC)(CC)c1ccccc1	6	0	5	-2	6	100	100	0.5	3
CCCc1c(O)nc(SCCN(CC)CC)n(C(=O)c2ccccc2)c1=O	25	-16	-4	0	3	99	100	-2.4	5

Brought forward from above: three entries; new compounds follow.
SMILES	UBC9 SUMO inh	CRFR2-BP antag	MEKK2 mut-MEK5	GalR3 antag	FID counter	MEKK2wt PB1 HTS	MEKK3 PB1 HTS	CRFR2-BP ag	NS3 helicase inh
S=c1[nH]nc(Cc2ccc(Br)cc2)n1/N=C/c1ccc(Cl)cc1	-3	-10	1	-6	-16	101	103	-0.6	4
CCN(CC)CCOCCOC(=O)C(CC)(CC)c1ccccc1	6	0	5	-2	6	100	100	0.5	3
CCCc1c(O)nc(SCCN(CC)CC)n(C(=O)c2ccccc2)c1=O	25	-16	-4	0	3	99	100	-2.4	5
COc1ccc(NC(=O)c2cc(-c3ccco3)on2)c(OC)c1	0	19	0	-10	-1	98	96	-2.0	9
COc1cc(/C=N/NC(=O)c2ccc(CSc3nncn3C)cc2)ccc1OCC(=O)N1CC(C)OC(C)C1 (centres undefined)	-4	17	-2	1	-50	94	106	-0.3	-7
CCN1c2cccc3cccc(c23)S1(=O)=O	22	-9	nt	-7	0	nt	nt	0.7	-5
C=CCn1c2ccccc2c2nnc(SCCN3CCOCC3)nc21	2	19	3	-10	-18	108	100	-1.3	-4
O=C(CSc1nnnn1-c1ccccc1)Nc1ccc(N2CCOCC2)c(Cl)c1	16	1	0	1	-5	102	103	0.4	-1
COc1ccc(OC)c(NC(=O)CCNC(=O)c2ccco2)c1	19	-1	-6	-7	-5	100	104	-0.4	31
CCOc1ccccc1NC(=O)c1cc(S(=O)(=O)NCc2ccco2)ccc1F	nt	17	-7	-6	-20	99	99	-1.7	16
COc1cccc(OCCCOc2ccccc2C(C)C)c1	-20	-15	-4	3	0	100	94	0.1	-4
O=C(CN1CCN(c2nc(-c3ccc(F)cc3)cs2)CC1)Nc1ccc2c(c1)OCO2	-14	14	13	-5	-12	116	104	7.6	-19
CC(C)(C)n1nnnc1C(c1cccc(C(F)(F)F)c1)N1CCOCC1 (centres undefined)	14	21	-4	-5	-5	91	94	-0.2	-9

Overlap with the part before: 2 compounds, then new ones.
SMILES	UBC9 SUMO inh	CRFR2-BP antag	MEKK2 mut-MEK5	GalR3 antag	FID counter	MEKK2wt PB1 HTS	MEKK3 PB1 HTS	CRFR2-BP ag	NS3 helicase inh
O=C(CN1CCN(c2nc(-c3ccc(F)cc3)cs2)CC1)Nc1ccc2c(c1)OCO2	-14	14	13	-5	-12	116	104	7.6	-19
CC(C)(C)n1nnnc1C(c1cccc(C(F)(F)F)c1)N1CCOCC1 (centres undefined)	14	21	-4	-5	-5	91	94	-0.2	-9
Cc1sc(NC(=O)COc2ccccc2)c(C#N)c1-c1ccccc1	6	-13	-2	9	1	99	103	-0.1	6
COc1cc(/C=C/C(=O)N2CCCN(C(=O)/C=C/c3cc(OC)c(OC)c(OC)c3)CC2)cc(OC)c1OC	5	-12	-3	0	-35	94	96	6.5	-3
COc1ccc(-n2cnc3cc(NC(=O)c4ccco4)ccc32)cc1	4	-11	7	nt	-22	107	108	-0.7	6
CC1=NN(c2ccccc2)C(=O)/C1=C/c1c(O)n(-c2ccc(F)cc2)[nH]c1=O	10	40	13	9	6	109	98	-2.8	15
O=C(N/N=C/c1ccc(Br)o1)c1cc([N+](=O)[O-])cc([N+](=O)[O-])c1	23	8	-3	-5	2	100	104	-0.3	1
CCOc1ccc(N(C(=O)CNS(=O)(=O)c2ccccc2)C(CC)C(=O)NCc2ccco2)cc1 (centres undefined)	8	-13	0	6	-43	104	112	0.2	6
COc1cc2c(cc1OC)C(c1cccs1)N(C(=O)C(C)C)CC2 (centres undefined)	15	5	-1	-4	-29	100	100	0.4	-1
O=C(CNC(=S)N(Cc1ccccc1)Cc1ccccc1F)NCc1ccc(Cl)cc1	-27	1	-1	-5	6	101	99	0.0	-20
CC(=O)Nc1cccc(NC(=O)c2cccc(OCc3ccccc3)c2)c1	-21	5	-6	-13	-20	104	101	-3.8	-7
COc1cccc2sc(Nc3nc(C)c(C(C)=O)s3)nc12	-34	-11	-1	8	-2	100	101	-0.7	3
Cc1ccc(OCC(=O)N2CCCC(CCC(=O)N(C)CCc3ccccn3)C2)cc1 (centres undefined)	-15	4	-1	-3	-28	98	106	3.6	7
Cc1cc(C)cc(NC(=O)COC(=O)c2n[nH]c3ccccc23)c1	-4	-11	-6	0	-14	96	96	0.0	-18
O=C(NN1CCOCC1)c1ccc(F)cc1	0	8	-3	0	-4	98	100	2.0	4
O=C(O)CSc1cc(NS(=O)(=O)c2ccc(Br)cc2)c2ccccc2c1O	76*	20	6	2	-9	104	105	-0.7	55*
CCCn1nnnc1NCc1cccc(OC)c1OC	9	2	10	-11	-7	110	102	-0.9	0
CC(Sc1nnnn1C)C(=O)Nc1ccc(N2CCOCC2)cc1 (centres undefined)	27	9	2	-3	0	100	98	4.0	-5
C[C@@H]1CC[C@@]2(O[C@H](CCO)C[C@H](O)[C@H]2O)O1	6	10	2	-4	0	96	96	-1.6	2
CCCCn1c(N)c(NCCC(C)C)c(=O)[nH]c1=O	5	-4	-2	2	-19	97	102	1.8	45*
CC1=C(c2ccccc2)[N+](=O)C2(CCCC2)N1[O-]	10	6	5	-3	1	116	115	-0.4	-1
O=C(O)CCCNS(=O)(=O)c1cccs1	-3	35	8	1	2	106	103	4.0	3
Cc1ccc(-c2c[n+](CC(=O)Nc3ccccc3C)c3n2CCC3)cc1	18	3	-7	-3	6	100	97	4.7	2
COc1ccccc1N1CCN(CCN2C(=O)CC3(CCCC3)CC2=O)CC1	nt	17	0	nt	nt	107	100	-1.9	nt
CCc1cc[n+](CC(=O)Nc2ccc(Cl)cc2Cl)cc1	17	30	-4	-1	5	4.0*[inhibitor]	3.0*[inhibitor]	1.3	5
Cc1ccc(C2CC(=O)C(C=NCCN3CCN(C(=S)Nc4ccc(F)cc4)CC3)=C(O)C2)cc1 (centres undefined)	14	-6	-2	-8	-3	100	102	1.3	-1
Cc1ccc(CN(C(=O)COc2ccc([N+](=O)[O-])cc2)C2CCS(=O)(=O)C2)o1 (centres undefined)	7	3	4	-8	-12	106	101	-0.3	3
COc1ccc(OC)c(-c2cc(C(=O)N3CCc4ccccc4C3)no2)c1	9	-15	-14	-6	-20	85	86	2.0	-6
CCOC(=O)c1ccc(N/C(=N/S(=O)(=O)c2ccccc2)c2ccccc2)cc1	-4	-3	-2	-5	-23	105	102	-1.9	-2
O=C(CN1CCC(NC(=O)Cc2ccccc2)CC1)Nc1cccc2ccccc12	10	14	4	-3	-5	100	101	1.3	-9
CCCCc1noc(-c2c(-c3ccccc3Cl)noc2C)n1	-7	19	-22	-3	-8	80	74	-3.7	-6
O=C(CSc1ncnc2c1cnn2CCc1ccccc1)Nc1cccc(C(F)(F)F)c1	-25	9	4	0	0	103	100	3.3	-3
COc1cc(C2=NOC(C(=O)NCc3ccco3)C2)cc(OC)c1OC (centres undefined)	-7	7	9	9	-4	108	104	-3.2	-2
CC(C)CCc1c(O)nc(SCC(C)C)[nH]c1=O	-18	-13	-7	5	-2	92	104	0.7	-2
CC(C)(C)NC(=O)C(c1ccc(O)cc1)N(C(=O)CCC(=O)Nc1nccs1)c1ccc(F)cc1 (centres undefined)	-2	-13	-3	1	-25	96	99	-0.9	0
COc1cc(OC)c(NC(=O)c2cncn2-c2ccc(F)cc2)cc1Cl	16	-2	1	-3	-9	105	100	-1.5	-5
CN1CCN(c2ccc(NC(=O)COc3ccc(Cl)cc3Cl)cc2)CC1	20	-17	12	-5	16	130	103	-0.1	-66
Cc1ccc(NC(=O)CN2C(=O)NC(C)(c3ccc(Cl)cc3)C2=O)cc1S(=O)(=O)N1CCOCC1 (centres undefined)	1	-61	-2	1	-26	101	104	3.5	-12
COc1cc(-c2nc3cnccc3n2C)cc(OC)c1OC	4	-28	15	4	1	108	102	1.3	-4
Cc1ccc(C(=O)N/N=C\c2ccccc2[N+](=O)[O-])cn1	1	-17	7	0	0	108	108	-0.3	8
O=C(/C=C/Nc1ccc(F)cc1)c1ccco1	-18	-11	1	-5	-5	98	103	-1.4	-1
CCn1cc(/C=C/C(=O)c2ccc(O)cc2)c(C)n1	34	26	-2	-3	-5	95	98	-1.2	-12
O=C(COC(=O)C1CC(=O)N(c2ccc3c(c2)OCCO3)C1)NC1CCCc2ccccc21 (centres undefined)	1	5	0	-4	-18	100	101	0.2	-3
COc1ccccc1NC(=O)CSc1nnc(C)n1Cc1ccccc1	12	1	10	1	-17	108	110	-1.8	3
